Assay outcomes as filed in PubChem.
PLCb3 inh: inhibitors of human phospholipase C beta3. Purified PLC-beta3, fluorogenic substrate, fluorescence. inhibition, % at 12.2 µM. hit rate 0.18% among 370,000; in the data active = inhibition above about 11%;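 also: 0% = median of compound wells on plate and 100% = full blocker control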
NR1D1 modulator: modulates human Rev-erb alpha binding to DNA | P20393 | Rev-erbα–FITC-DNA binding, fluorescence polarization, 90 min | activity, % at 10 µM | hit rate 0.79% among 370,000;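 active = activity above about 14%, limit read from the data; passing the limit was not always enough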;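 also: 0% = DMSO wells with 35 nM protein and 100% = DMSO wells with 750 nM protein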
UHRF1 binding: human UHRF1 methylated DNA binding inhibitors | UHRF1 binding to methylated oligo, TR-FRET | inhibition, % at 4.4 µM | hit rate 0.75% among 370,000 | AID 687016; in the data active = inhibition above about 21%;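 also: UHRF1 SRA domain binding a hemimethylated CpG hairpin DNA probe; 0% = median of test compound wells and 100% = reference inhibitor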
ARFGAP1 inh: inhibitors of rat ARFGAP1; inhibition, % at 16.5 µM; Arfgap1-stimulated ARF1 GTP hydrolysis, GDP FP detection; hit rate 0.26% among 360,000;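 active = inhibition above a per-plate limit, mean inhibition of low control wells plus 3 SD, cut at about 25% in these data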;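 also: 0% = DMSO wells with enzyme and 100% = wells lacking Arfgap1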
Target sequence (Q62848 1-136 limits assumed): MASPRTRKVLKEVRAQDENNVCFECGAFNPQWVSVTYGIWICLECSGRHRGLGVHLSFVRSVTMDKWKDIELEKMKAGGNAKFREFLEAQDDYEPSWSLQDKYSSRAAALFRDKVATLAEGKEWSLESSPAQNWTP
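Material – truncated rat Arfgap1 GAP domain · Buffer or medium – HEPES-based buffer, pH 7.5 · Reagent – human ARF1(Δ1-17)-GTP substrate · Dosing – 16.5 µM single point, 1.26% DMSO · Schedule – GTP hydrolysis reaction 2 h at 25 °C · Technique – GDP detection by fluorescence polarization · Benchmarks – No-Arfgap1 wells (100%) versus DMSO full-reaction wells (0%) · Repeats – single replicate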
ASAP1 GAP inh: ASAP1 ArfGAP inhibition | Q9ULH1 | ASAP1-stimulated ARF1 GTP hydrolysis, GDP FP detection | inhibition, % at 16.5 µM | hit rate 0.19% among 360,000 | AID 624377; in the data active = inhibition above about 25%;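 also: 0% = vehicle with enzyme and substrate and 100% = no enzyme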
DDE Tn6 FP inh: DD(E)-Tn6 binding inhibition, primary FP screen. hit rate 0.21% among 370,000. inhibition, % at 8.3 µM. Fibrin DD(E) TRITC-Tn6 fluorescence polarization displacement;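 active = inhibition above a per-campaign cutoff: mean of compounds within control limits plus 3 SD, cut at about 15% in these data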;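 also: 0% = median of all compound wells on the plate and 100% = blocking peptide control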
Tn7 DDE FP: DD(E)-Tn7 binding inhibition, primary FP screen; P02675; FP displacement of FITC-Tn7 peptide from fibrin DD(E); 0% = median of compound wells per plate; inhibition, % at 8.3 µM; AID 720508; hit rate 0.13% among 370,000;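 active = inhibition above the mean of compounds falling within the control limits plus 3 SD of them, cut at about 14% in these data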;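 also: 0% = plate median of compound wells and 100% = 10 µM Aha-Tn7 peptide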
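Assay system: human fibrin DD(E). Input: DD(E) 2 µM final. Medium: Tris buffer with calcium and detergent, pH 7.8. Compound dosing: single point at 8.3 µM. Timing: 10 min plus 3 h, room temperature. Technique: fluorescence polarization of the labelled Tn7 tracer. Read-out: percent inhibition. Replicates: singlicate testing.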
KLK7 zymogen act: activators of human kallikrein-7 zymogen | hit rate 0.9% among 370,000 | purified proKLK7, EDANS-DABCYL substrate fluorescence; 100% is mature enzyme control, 0% vehicle | AID 652039 | activation, % at 7 µM | P49862;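 active = activation above the mean of all tested compounds plus 3 SD, computed per campaign excluding outliers beyond control limits, cut at about 13% in these data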
sPLA2-III inh: Blocks human group III sPLA2 activity. QFRET BODIPY PC-A2 liposome hydrolysis, fluorescence. inhibition, % at 12.2 µM. hit rate 0.56% among 370,000. AID 743126;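 active = inhibition above mean plus 3 SD of compounds lying within the high and low control bounds, cut at about 19% in these data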;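 also: 0% = median of test compound wells and 100% = no enzyme DMSO wells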
Target sequence (Q9NZ20 whole entry, looked up): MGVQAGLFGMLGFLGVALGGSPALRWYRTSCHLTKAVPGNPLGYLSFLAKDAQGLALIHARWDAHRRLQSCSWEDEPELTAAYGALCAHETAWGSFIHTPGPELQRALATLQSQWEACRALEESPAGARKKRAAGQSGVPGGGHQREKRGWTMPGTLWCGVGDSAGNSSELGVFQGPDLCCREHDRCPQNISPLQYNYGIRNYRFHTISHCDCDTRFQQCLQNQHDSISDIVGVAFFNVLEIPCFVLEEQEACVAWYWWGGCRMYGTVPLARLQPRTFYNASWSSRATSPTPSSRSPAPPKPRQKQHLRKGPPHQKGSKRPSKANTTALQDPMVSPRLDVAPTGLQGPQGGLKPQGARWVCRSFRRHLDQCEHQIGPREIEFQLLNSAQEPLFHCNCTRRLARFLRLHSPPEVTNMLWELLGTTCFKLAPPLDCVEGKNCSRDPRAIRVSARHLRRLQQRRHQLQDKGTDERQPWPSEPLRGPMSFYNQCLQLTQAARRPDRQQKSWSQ
PLC-gamma1 inh: PLC-gamma1 (human) inhibition, primary screen | P19174 | purified PLC-gamma1, fluorogenic substrate, fluorescence | inhibition, % at 12.2 µM | hit rate 0.84% among 370,000 | AID 720700; in the data active = inhibition above about 9.5%
The depositor's hits bear a star; i = inactive; & = joins results of further samples.

SMILES | PLCb3 inh | NR1D1 modulator | UHRF1 binding | ARFGAP1 inh | ASAP1 GAP inh | DDE Tn6 FP inh | Tn7 DDE FP | KLK7 zymogen act | sPLA2-III inh | PLC-gamma1 inh
Cc1ccc(-n2c(SCC(=O)NCCN3C(=O)CSC3=O)nnc2-c2ccccc2)cc1C | 5 | 2 | -2 | 7 | 5 | 2 | -10 | -0.1 | -44 | 4
O=C(C1CC(=O)N(c2ccc(F)cc2)C1)N1CCN(c2ccc(F)cc2)CC1 (configuration not stated) | -6 | 4 | -1 | -5 | -6 | 5 | -4 | 0.5 | -4 | -2
Cc1cc(NC(=O)c2ccccc2Cl)ccc1NC(=O)c1ccccc1Cl | -4 | 0 | 3 | 10 | 2 | 1 | 0 | -0.6 | 8 | -4
O=C(COc1ccccc1)NNc1nc2ccccc2s1 | -15 | 2 | -2 | -9 | 5 | -5 | -7 | 0.0 | 4 | -6
O=C(NCCSc1ccccc1)c1ccccc1F | -4 | 6 | -2 | -4 | 12 | 3 | -6 | -0.3 | -1 | -2
CON(C)C(=O)CCN(C(=O)OC(C)(C)C)c1ccccc1 | -1 | -2 | 2 | 1 | 3 | -4 | -3 | 0.2 | 12 | 2
Nc1nc(N)nc(-c2cccc(Cl)c2)n1 | 0 | -1 | 2 | 6 | 5 | -4 | -1 | 0.1 | 3 | 1
CCOc1ccc(S(=O)(=O)N2CCCCC2)c(C)c1C | 2 | 2 | 1 | 6 | 7 | -2 | -8 | -0.2 | -5 | -1
CN(c1ccccc1C(=O)Nc1ccccc1-c1ccccc1)S(C)(=O)=O | 0 | 5 | -2 | -6 | -8 | 1 | -8 | 0.5 | -3 | 1
Cc1ccccc1-c1nnc(SCC(=O)N2CCCC2)o1 | -3 | -2 | -2 | 0 | -7 | 1 | 5 | 0.8 | 3 | 4
NC(=O)c1ccccc1NC(=O)CN1CCOCC1 | -4 | 0 | 1 | 4 | 3 | 6 | -4 | -0.2 | 4 | -5
CCCCCc1c(-c2ccc(F)cc2)ncn1CCc1ccccc1OC | -1 | 0 | 1 | -11 | 1 | 4 | 5 | 0.3 | 3 | -1
O=C(C[n+]1ccc2c(c1)nnn2-c1ccccc1)c1ccc(Cl)cc1 | -30 | 0 | -2 | 6 | -7 | -2 | -2 | -1.1 | -27 | -17
COC(=O)NCc1cc2cc(Cl)ccc2[nH]1 | -54 | 4 | -7 | -10 | 12 | -3 | -2 | -1.8 | -1 | -37
O=C(NCc1cccnc1)c1cc(C2CCCN(C(=O)CCCc3ccccc3)C2)on1 (configuration not stated) | 9 | -1 | -5 | -7 | 2 | -11 | -6 | 0.0 | -3 | 3
Cc1ccc(OCC(=O)Nc2ccc(F)cc2)c([N+](=O)[O-])n1 | 3 | 1 | -2 | 4 | 0 | -1 | -6 | 0.5 | -1 | 3
O=C1c2ccccc2-c2onc3ccc(Oc4ccccc4)c1c23 | -10 | -2 | 0 | -6 | 15 | 5 | 6 | -0.5 | 5 | -12
COc1cc(C(=O)Nc2ccc(NC(=O)C3CC3)nc2)cc(OC)c1OC | -2 | 2 | 1 | 0 | 2 | 8 | 2 | -0.2 | 0 | -3
CCCc1cc(=O)[nH]c(SCC(=O)N2c3ccccc3CC2C)n1 (configuration not stated) | -8 | 2 | 2 | -15 | 9 | 11 | 5 | 0.4 | -6 | 5
Cn1c(-c2ccc(F)cc2)cnc1NCc1ccccc1F | -6 | -3 | 1 | 2 | -17 | -1 | 6 | -0.5 | -18 | 1
CCOC(=O)c1cc2c(=O)n3cccc(C)c3nc2n(Cc2ccco2)c1=NC(=O)c1ccccc1 | i | 0&1 | -1&3 | 1&-1 | 4&0 | 10&1 | 3&-1 | 24* | 7&5 | i
CN(C)C(CNC(=O)c1cc(S(=O)(=O)N(C)Cc2ccccc2)ccc1Cl)c1ccco1 (configuration not stated) | -11 | -1 | 0 | 14 | -2 | -2 | -6 | 0.5 | -4 | -8
c1ccc2c(c1)CNC1(CCCCC1)C2 | 2 | 2 | 2 | -6 | -13 | -7 | 4 | 0.4 | 4 | 8

KLK7 zymogen act, what is marked active above
SMILES | PLCb3 inh | NR1D1 modulator | UHRF1 binding | ARFGAP1 inh | ASAP1 GAP inh | DDE Tn6 FP inh | Tn7 DDE FP | KLK7 zymogen act | sPLA2-III inh | PLC-gamma1 inh
CCOC(=O)c1cc2c(=O)n3cccc(C)c3nc2n(Cc2ccco2)c1=NC(=O)c1ccccc1 | i | 0&1 | -1&3 | 1&-1 | 4&0 | 10&1 | 3&-1 | 24* | 7&5 | i

Molecules shown so far that have fluorine:
SMILES | PLCb3 inh | NR1D1 modulator | UHRF1 binding | ARFGAP1 inh | ASAP1 GAP inh | DDE Tn6 FP inh | Tn7 DDE FP | KLK7 zymogen act | sPLA2-III inh | PLC-gamma1 inh
O=C(C1CC(=O)N(c2ccc(F)cc2)C1)N1CCN(c2ccc(F)cc2)CC1 (configuration not stated) | -6 | 4 | -1 | -5 | -6 | 5 | -4 | 0.5 | -4 | -2
O=C(NCCSc1ccccc1)c1ccccc1F | -4 | 6 | -2 | -4 | 12 | 3 | -6 | -0.3 | -1 | -2
CCCCCc1c(-c2ccc(F)cc2)ncn1CCc1ccccc1OC | -1 | 0 | 1 | -11 | 1 | 4 | 5 | 0.3 | 3 | -1
Cc1ccc(OCC(=O)Nc2ccc(F)cc2)c([N+](=O)[O-])n1 | 3 | 1 | -2 | 4 | 0 | -1 | -6 | 0.5 | -1 | 3
Cn1c(-c2ccc(F)cc2)cnc1NCc1ccccc1F | -6 | -3 | 1 | 2 | -17 | -1 | 6 | -0.5 | -18 | 1
